E coli Lon inh: inhibitors of E. coli Lon protease, primary screen, biochemical, fluorescence polarization; P0A9M0; purified E. coli Lon protease; inhibition, % at 7.94 µM; actives 0.42% (n = 360,000); AID 602123, 2011; in the data active = inhibition above about 13%, passing the limit was not always enough;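 note: 0% = enzyme with probe and DMSO and 100% = no enzyme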
FAS TE block: FAS thioesterase domain inhibitors, primary screen, biochemical, fluorescence intensity, uHTS; inhibition, % at 15 µM; recombinant FAS-TE, OMFH fluorogenic substrate, fluorescence endpoint; Fatty acid synthase (Homo sapiens), P49327; actives 0.67% (n = 360,000);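 active = compounds whose normalised, plate-corrected inhibition of enzyme fluorescence in the single-dose primary screen is 50% or more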;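 note: 0% = DMSO with enzyme and 100% = substrate without enzyme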
Rin1 Abl inh: inhibitors of Rin1-Abl protein binding, primary screen, biochemical, TR-FRET. Tyrosine-protein kinase ABL1 (Homo sapiens) + Ras and Rab interactor 1 (Homo sapiens), …. inhibition, % at 7.35 µM. actives 0.4% (n = 360,000). AID 588664, 2011; in the data active = inhibition above about 5%, passing the limit was not always enough
PABP1 MLLE inh: inhibitors of PABP1 MLLE–PAM2 peptide binding, primary screen, biochemical, fluorescence polarization, FITC-PAM2, GST-MLLE. Polyadenylate-binding protein 1 (Homo sapiens), P11940. inhibition, % at 20 µM. actives 0.36% (n = 360,000); in the data active = inhibition above about 35%, passing the limit was not always enough;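 note: plate controls were DMSO wells with GST-MLLE for no effect and wells lacking GST-MLLE protein for full effect; some results filed as inactive read as strong as hits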
Target sequence (P11940 whole entry, looked up): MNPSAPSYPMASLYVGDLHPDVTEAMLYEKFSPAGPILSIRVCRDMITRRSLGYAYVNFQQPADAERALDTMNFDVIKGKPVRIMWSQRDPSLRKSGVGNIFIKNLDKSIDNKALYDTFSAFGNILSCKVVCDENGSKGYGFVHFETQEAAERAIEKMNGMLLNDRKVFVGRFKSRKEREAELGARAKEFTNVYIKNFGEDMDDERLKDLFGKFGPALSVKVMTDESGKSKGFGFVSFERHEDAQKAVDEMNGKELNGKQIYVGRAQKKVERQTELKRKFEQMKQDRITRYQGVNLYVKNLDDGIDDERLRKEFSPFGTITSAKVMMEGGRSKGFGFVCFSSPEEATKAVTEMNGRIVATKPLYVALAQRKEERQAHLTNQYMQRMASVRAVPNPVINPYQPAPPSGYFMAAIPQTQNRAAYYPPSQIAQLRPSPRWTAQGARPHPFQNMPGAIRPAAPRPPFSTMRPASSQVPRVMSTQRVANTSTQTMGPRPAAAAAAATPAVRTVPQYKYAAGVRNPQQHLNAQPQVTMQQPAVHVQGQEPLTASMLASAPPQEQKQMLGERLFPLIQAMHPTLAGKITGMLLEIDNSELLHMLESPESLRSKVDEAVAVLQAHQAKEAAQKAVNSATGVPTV
MT1-MMP act inh: blockers of MT1-MMP proenzyme processing, primary screen, HT1080 RFP-PRO-GFP cells, GFP/RFP fluorescence; Matrix metalloproteinase-14 (Homo sapiens), P50281; GFP/RFP ratio change, % at 20 µM; GFP/RFP ratio fluorescence, overnight; percent of plate control window, DMSO zero; AID 651647, 2012; actives 0.061% (n = 360,000);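 active = GFP/RFP ratio change of at least 30% with cell ATP level not reduced by more than half and red fluorescence within 50% of control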; note: strong numbers were not always called active
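system = RFP-PRO-GFP reporter HT1080 cells | dosing = 20 µM single dose, 1% DMSO | timing = overnight cell settling, then overnight compound exposure, 37 °C, 5% CO2 | read-out basis = GFP/RFP fluorescence ratio | controls = DMSO and RFP-L50D-GFP cell wells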
SKN-1 block: suppressors of acrylamide-induced Pgst-4::GFP reporter in worms, primary screen, SKN-1 inhibitor project, whole organism, uHTS, GFP/RFP fluorescence ratio, strain VP596. C. elegans VP596 Pgst-4::GFP/RFP ratio, 24 h. inhibition, % at 21.8 µM. actives 0.49% (n = 360,000);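 active = interference check ratio from 0.5 to 1.5 plus GFP to RFP signal ratio inhibition reaching or exceeding a fixed threshold, cut at about 30% in these data, passing the limit was not always enough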; note: some compounds called inactive have numbers as strong as hits
bovine MsrA act: bovine MsrA enzyme activators, primary screen, biochemical, absorbance, HTS. Methionine sulfoxide reductase A (Bos taurus). actives 0.3% (n = 360,000). purified bovine MsrA, absorbance read-out. activation, % at 10.6 µM; in the data active = activation above about 7.5%;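 note: 0% = vehicle and 100% = reference activator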
CendR NRP1 mod: modulators of CendR peptide binding to NRP-1, primary screen, biochemical, fluorescence polarization, uHTS; Neuropilin-1 (Homo sapiens), O14786; FAM-RPARPAR peptide binding to NRP-1; inhibition, % at 25 µM; actives 0.85% (n = 360,000);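 active = inhibition or corrected inhibition above about 18%, plus a signal ratio from 0.5 to 1.5, limit read from the data, passing the limit was not always enough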; note: strong numbers were not always called active
Neddylation inh: inhibitors of cullin neddylation, primary screen, biochemical, TR-FRET, uHTS, NAE and Ubc12. NEDD8-conjugating enzyme Ubc12 (Homo sapiens) + NEDD8-activating enzyme E1 regulatory …. AID 651699, 2012. actives 0.58% (n = 360,000). calls only at 25 µM; in the data active = inhibition above about 36%
* marks the source's active call; other numbers are inactive results; i = inactive; . = no result given; + = active, no number. This is a random part of the collection; overall some 4% were active at least once.

SMILES	Neddylation inh	FAS TE block	SKN-1 block	E coli Lon inh	MT1-MMP act inh	CendR NRP1 mod	PABP1 MLLE inh	bovine MsrA act	Rin1 Abl inh
O=C(NCCN1CCC(n2c(=O)[nH]c3ccccc32)CC1)c1ccc(F)cc1F	i	-6	-10	5	3	11	.	-4	.
CC1=C(C(=O)N2CCOCC2)C(c2ccc(Cl)cc2)NC(=S)N1 (centres undefined)	i	-6	-3	-4	-2	7	-130	-3	3
C/C=C/c1cnc2c(c1)C(=O)N([C@H](C)CO)C[C@@H](C)[C@@H](CN(C)C(=O)NC1CCCC1)O2	i	-4	-4	-3	-2	-22	0	-2	-1
O=C(NCC1CC1)C1(C(F)(F)F)CC(CCCO)CCCO1 (centres undefined)	i	-13	0	0	5	8	-7	-1	1
CCCCNS(=O)(=O)c1cc2c3c(c1)CCN3C(=O)CC2	i	4	-3	0	2	3	7	-3	1
O=C(Nc1ccccc1)N1CCC(C(=O)N2CCN(c3ccccc3F)CC2)CC1	i	-2	-11	-7	0	17	2	-3	1
CCOC(=O)c1ccc(Nc2c(OCC)c(=O)c2=O)cc1	i	-6	9	2	0	1	18	-7	-4
COC(CNS(=O)(=O)c1cccc2nonc12)OC	i	-4	-6	-3	-1	-3	-2	-5	1
Cc1ccc(C(=O)NCCCNC(=O)COc2ccc(Cl)cc2)cn1	i	-1	3	10	0	11	-5	-2	0
CC1(C)CC(=O)C2=C(C1)N(Cc1cccnc1)C(=O)C2(NC(=O)C1CC1)C(F)(F)F (centres undefined)	i	-4	-14	7	4	-5	0	-2	-1
O=C(COc1cc2oc(=O)c3c(c2cc1Cl)CCC3)NCCCN1CCCC1=O	i	-6	24	-13	-1	1	-8	-3	-3
CC1(C)CC(=O)C(/C=N/c2ccccn2)=C(O)C1	i	-6	-8	4	-1	13	2	-2	-1
COc1ccc(OC)c(NC(=O)CSc2ccccc2)c1	i	-1	18	-1	1	-1	11	-2	0
CNC(=O)c1nn(-c2ccc(C)cc2)ccc1=O	i	-5	13	4	3	1	-1	-3	4
CC(C)C[C@H](CO)Nc1nc(N(C)c2cccc(Cl)c2)c2ncn(C(C)C)c2n1	i	6	12	2	-4	10	5	0	1
CSCCC(NC(=O)c1ccco1)C(=O)OCc1cc([N+](=O)[O-])cc2c1OCOC2 (centres undefined)	i	27	5	0	1	2	-18	-3	-3
CCCCN1CC(C)(C)Oc2cccc(F)c2S1(=O)=O	i	-1	20	-8	3	-2	-4	-1	-6
O=C(Nc1cnccn1)c1csc2ccccc12	i	-6	4	-3	1	16	-11	-2	-2
Cn1cccc1C(=O)OCC(=O)NCc1cccs1	i	-6	10	3	1	6	-2	-3	0
O=C1NC2(CCCCC2)C(=O)N1c1cccc(Cl)c1	i	-4	26	-4	6	4	5	0	0
CC(=O)c1cccc(NC(=O)COC(=O)c2cccc(N3C(=O)c4ccccc4C3=O)c2)c1	i	6	4	-7	0	7	-7	-1	0
COc1ccc(-c2ccc(SCc3ccccn3)nn2)cc1OC	i	-2	6	-2	5	-6	13	-1	1
CC1(c2ccc3c(c2)OCCO3)NC(=O)N(CC(=O)Nc2c(F)cccc2F)C1=O (centres undefined)	i	-4	-8	0	2	4	4	-7	4
O=C(CN1c2cccc3cccc(c23)S1(=O)=O)NCc1ccc(F)cc1	+	-1	5	-13	1	6	2	-11	-1
O=S(=O)(c1cccc2ccccc12)N1CCC2CC1c1cc(Cl)ccc12 (centres undefined)	i	28	3	5	0	2	11	-1	-4
CCNC(=O)C1(C)CCN(C(=O)c2cc(C)oc2C)C1 (centres undefined)	i	-11	14	7	4	4	-3	0	6
O=C(OCC1CC(c2ccccc2)=NO1)c1ccc(Br)cc1 (centres undefined)	i	-5	-1	10	-7	-2	4	-4	-2
CCc1ccc(NC(=O)c2cc(-c3ccco3)on2)cc1	.	-3	45*	-22	0	-13	-8	-3	2
COc1ccc(-c2sc(Nc3ccccc3)n[n+]2-c2ccccc2)cc1Br	i	-139	-1	-1	-2	12	8	-5	1
Cc1cccc(C(=O)Nc2sc(-c3ccccc3)cc2C(=O)O)c1	.	8	8	-8	3	-17	2	-4	0
C=CCOC(=O)C1=C(C)NC(SCC(=O)N(CC)CC)=C(C#N)C1c1ccccc1 (centres undefined)	i	5	-21	-5	4	4	4	-13	0
O=C(NCc1ccc(F)cc1)c1ccc(CS(=O)(=O)Cc2ccccc2F)o1	i	-7	3	-6	2	2	1	0	4
CN(Cc1ccccc1)C(=O)CSc1n[nH]c(N)n1	i	-4	-1	-5	-2	-1	-6	-9	0
O=C(COC(=O)c1cc(S(=O)(=O)Nc2ccccc2Cl)ccc1O)Nc1ccc(F)c(F)c1F	i	8	-5	1	-1	17	-5	0	1
CCOC(=O)[C@@H]1[C@H]2COc3ccc(Br)cc3[C@@H]2N2C(=O)N(c3ccc(C(F)(F)F)cc3)C(=O)[C@]12C	i	58*	10	-4	-5	3	15	-1	-2
COc1ccc(C(=O)C2CCCN(C(=O)CSC)C2)cc1OC (centres undefined)	i	-4	-3	-1	0	5	4	0	-2
CC(=O)Nc1ccc(C=NNc2ccc([N+](=O)[O-])cn2)cc1	i	8	11	-9	-1	12	-33	-3	1
CCNC(=O)OCc1cn(-c2ccc(Cl)cc2)nn1	i	-7	2	-3	2	6	-9	-4	-4
Cc1ccc(-n2ncc(C(=O)Nc3cc(Cl)cc(Cl)c3)c2C2CCNCC2)cc1C	i	-72	-4	-1	-4	12	-2	-4	-3
CC(C)(C)c1cc[n+](/C(C(=S)NC2CC2)=C(/[O-])c2ccc(Cl)s2)cc1	i	-9	-5	2	-3	3	3	-12	4
CCOc1ccc(C(C)=O)cc1N1C(=O)C2C3C=CC(O3)C2C1=O (centres undefined)	i	-5	0	-7	0	7	32	-15	-2
CCCCc1c(-c2cccc(Cl)c2)ncn1CCc1ccccc1OC	i	26	6	7	-8	9	.	-2	.
COc1cc(/C=C/C(=O)c2ccc3c(c2)OCO3)cc(Cl)c1O	i	-2	19	-307	-56	-117	-140	-3	1
Cc1ccc2oc(=O)c3cc(C(=O)NCc4ccco4)sc3c2c1	i	4	6	-4	0	-3	0	-1	-4
Cc1cccc(C(=O)NCCc2n[nH]c(=S)n2C)c1	i	-14	-1	-11	-2	0	4	-6	-2
COCCCNC(=O)Cn1nc(-c2ccccc2OC)ccc1=O	i	-6	11	-1	2	9	-2	0	0
CCNC(=O)C1CCCN1S(=O)(=O)c1ccc(OC)cc1 (centres undefined)	i	-9	0	5	0	1	-2	-2	4
O=C(Nc1cccc2cccnc12)c1cc(F)c(F)cc1Cl	i	19	10	-4	1	-5	7	1	1
CCOC(=O)C1CCN(S(=O)(=O)Cc2ccccc2)CC1	i	-7	9	-5	0	16	-4	-1	2
CCOc1ccccc1C(=O)NN1CCOCC1	i	-8	6	4	-1	11	-5	0	1
COc1cccc(NC(=O)CSc2nc3c(c(-c4ccco4)c2C#N)CCCC3)c1	i	-8	-4	-16	2	-7	-24	-3	0
O=c1cc(CN2CCN(c3ccccc3)CC2)c2c(ccc3ccccc32)o1	i	23	4	-13	-8	21	-2	-2	-6
COc1ccc(OC)c(N(CC(=O)Nc2ccccc2F)S(=O)(=O)c2ccccc2)c1	i	17	0	1	-1	1	-5	-6	1
Cn1ccn(CCCCCCn2ccn(C)c2=S)c1=S	i	-2	8	3	5	-14	-117	-1	1
Cc1cc(C)n2nc(C(=O)NCCc3ccccc3)nc2n1	i	-2	6	4	1	7	-6	-5	0
COc1cccc(NC(=O)NCc2ccccc2Cl)c1	i	5	11	16	2	7	7	-7	-5
CC(OC(=O)c1ccc2c(=O)n3c(nc2c1)CCCCC3)C(N)=O (centres undefined)	i	-8	6	-1	2	-8	-6	-10	1
COc1cccc2sc(N3CCN(C(=O)C4COc5ccccc5O4)CC3)nc12 (centres undefined)	i	12	-17	4	-3	-5	15	-2	2
CNC(=O)N(O)C1N(/N=C/c2ccccc2O)C(=S)SC1(C)C (centres undefined)	i	-1	5	7	0	4	13	-6	1
O=C(COC(=O)c1cccc(Cl)c1)NCc1ccccc1	i	-6	14	-6	-1	9	-10	-3	0

Some of the entries above, set out differently:
Results follow in this order: Neddylation inh | FAS TE block | SKN-1 block | E coli Lon inh | MT1-MMP act inh | CendR NRP1 mod | PABP1 MLLE inh | bovine MsrA act | Rin1 Abl inh
> Cc1ccc2oc(=O)c3cc(C(=O)NCc4ccco4)sc3c2c1
 : i | 4 | 6 | -4 | 0 | -3 | 0 | -1 | -4
> Cc1cccc(C(=O)NCCc2n[nH]c(=S)n2C)c1
 : i | -14 | -1 | -11 | -2 | 0 | 4 | -6 | -2
> COCCCNC(=O)Cn1nc(-c2ccccc2OC)ccc1=O
 : i | -6 | 11 | -1 | 2 | 9 | -2 | 0 | 0

Remaining list, next part
SMILES	Neddylation inh	FAS TE block	SKN-1 block	E coli Lon inh	MT1-MMP act inh	CendR NRP1 mod	PABP1 MLLE inh	bovine MsrA act	Rin1 Abl inh
COc1ccc(C2NC(=S)NC3=C2N2CCC3CC2)cc1 (centres undefined)	i	-4	10	9	1	0	-152	-1	2
COc1ccccc1CNS(=O)(=O)c1ccc2c(c1)NC(=O)CO2	i	-7	6	-4	-2	9	2	0	0
COc1ccc(CN2C(=O)c3cccnc3C2Nc2ccc(C)cc2)cc1 (centres undefined)	i	7	-13	1	-4	-11	-4	-6	-2
Cn1c(/C(C#N)=C(\O)c2ccc(Br)s2)nc2ccccc21	i	-2	13	-1	-4	-3	0	-5	0
CC(=O)OC1CCC2(C)C(CCC3C4CC=C(C(C)=O)C4(C)OC(=O)CC32)C1 (centres undefined)	i	4	-1	-7	9	-3	21	0	3
COc1ccccc1NC(=O)Nc1ccnn1C1CCN(C(=O)c2ccccn2)CC1	i	-5	-16	5	-5	0	3	-4	0
Nc1cccc2c1nnn2C1OC(CO)C(O)C(O)C1O (centres undefined)	i	-2	3	0	1	3	5	-1	2
Cc1ccccc1C(=O)NC1CCN(C(=O)N2CCOCC2)CC1	i	-11	-18	-7	3	2	12	-9	5
CCC1CCc2sc(C(=O)NCC(c3ccc(OC)cc3)N3CCCC3)cc2C1 (centres undefined)	i	6	-10	-2	-7	-11	-9	-9	-1
Cc1nc(N2CCN(c3ccc(Cl)cc3)CC2)[nH]c(=O)c1C	i	-6	-1	3	5	-12	5	-2	-2
CCOc1ccc(S(=O)(=O)c2cn(C)c3cc(OC)c(OC)cc3c2=O)cc1	i	37	-9	-4	-2	5	19	-1	-2
O=C(Nc1ccc2oc(=O)ccc2c1)c1cc([N+](=O)[O-])ccc1N1CCOCC1	i	9	5	0	2	8	-2	-2	-2
O=C(NN1CCOCC1)c1cc(-c2ccncc2)nc2ccccc12	i	-4	-19	2	1	5	-1	-5	1
O=C(Nc1ccccc1Cl)NC1(C(=O)NCc2ccncc2)CCCCC1	i	-2	2	7	-1	-3	12	-7	1

Screens from PubChem BioAssay.
